CHRM5 agonist: agonists of human muscarinic M5 receptor (CHRM5); CHO-K1 hM5 cells, Fluo-8 calcium fluorescence; 0% DMSO wells, 100% maximal acetylcholine response; activation, % at 3 µM; 360,000 compounds, 0.19% hits; AID 624037;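 active means activation above the run's mean over test compounds plus 3 SD, cut at about 23% in these data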;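 further: signal is peak over basal fluorescence ratio across the kinetic read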
Target sequence (P08912 whole entry, looked up): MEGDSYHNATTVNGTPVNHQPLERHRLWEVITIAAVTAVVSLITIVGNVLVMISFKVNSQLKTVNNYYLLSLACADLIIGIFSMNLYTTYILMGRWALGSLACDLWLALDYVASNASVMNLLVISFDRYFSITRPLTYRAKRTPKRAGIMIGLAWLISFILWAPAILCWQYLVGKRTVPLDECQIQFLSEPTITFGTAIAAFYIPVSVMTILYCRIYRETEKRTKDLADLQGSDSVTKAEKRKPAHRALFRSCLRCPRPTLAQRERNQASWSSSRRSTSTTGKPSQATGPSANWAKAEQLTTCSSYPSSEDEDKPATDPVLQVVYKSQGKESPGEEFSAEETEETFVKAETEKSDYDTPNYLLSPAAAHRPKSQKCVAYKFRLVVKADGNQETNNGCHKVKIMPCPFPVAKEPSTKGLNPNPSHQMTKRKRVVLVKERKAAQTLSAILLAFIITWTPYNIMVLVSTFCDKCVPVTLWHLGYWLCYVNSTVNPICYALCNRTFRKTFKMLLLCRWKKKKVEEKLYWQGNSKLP
M5 PAM: potentiates acetylcholine response at human M5 receptor; activation, % at 3 µM; 360,000 compounds, 0.3% hits; AID 624038; P08912; CHO-K1 hM5, Fluo-8 calcium, ACh EC20 PAM; 0% = ACh EC20, 100% = ACh EC100;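 active means activation above the run cutoff, the mean activation of all test compounds plus 3 SD, cut at about 18% in these data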
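System: CHO-K1 hM5 cells. Reagent: acetylcholine, EC20 level. Compound dosing: single dose, 3 µM nominal final test concentration. Timing: Post-acetylcholine fluorescence recording 140 s. Detection: Fluo-8 calcium fluorescence. Read-out: % activation, ACh-normalized. Benchmarks: ACh EC20 and EC100 wells. Repeats: singlicate, one well per test compound.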
CRFBP-R2 agonist: agonists of human CRF-binding protein/CRF-R2 receptor complex; HEK293 CRF-R2/CRF-BP, calcium dye fluorescence (FLIPR); percent of saturating CRF peptide response; activation, % at 13.2 µM; 350,000 compounds, 0.46% hits; AID 588473;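 active means activation of at least 50%, plus an integration ratio under a set limit after plate pattern correction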;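 further: plate controls were neutral control wells without compound for no effect and CRF at EC100 for full effect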
CRFR2-BP antag: blocks CRF-induced signaling of the CRF-BP/CRF-R2 complex | HEK293 CRF-R2/CRF-BP, CRF-induced calcium fluorescence | inhibition, % at 11.8 µM | 350,000 compounds, 0.59% hits;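 active means inhibition of the ligand-induced calcium signal above about 50% at the single tested concentration, limit read from the data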
CHRM5 antagonist: antagonists of human muscarinic M5 receptor (CHRM5); P08912; CHO-hM5 cells, Fluo-8 calcium fluorescence, ACh EC80; inhibition, % at 3 µM; 360,000 compounds, 0.59% hits; AID 624040;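 active means inhibition above a per-plate cutoff, the mean of that plate's test compounds plus 3 SD, cut at about 27% in these data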;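 further: 0% = acetylcholine EC80 with DMSO and 100% = DMSO without agonist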
M4 PAM: potentiates acetylcholine response at human M4 receptor. 360,000 compounds, 0.4% hits. CHO-K1 hM4/Gqi5, Fluo-8 calcium fluorescence, ACh EC20; 0% = ACh EC20, 100% = maximal ACh. P08173. activation, % at 3 µM;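 active means activation above its plate's cutoff, the mean activation of sample wells plus 3 SD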; further: some results filed as inactive read as strong as hits
Target sequence (P08173 whole entry, looked up): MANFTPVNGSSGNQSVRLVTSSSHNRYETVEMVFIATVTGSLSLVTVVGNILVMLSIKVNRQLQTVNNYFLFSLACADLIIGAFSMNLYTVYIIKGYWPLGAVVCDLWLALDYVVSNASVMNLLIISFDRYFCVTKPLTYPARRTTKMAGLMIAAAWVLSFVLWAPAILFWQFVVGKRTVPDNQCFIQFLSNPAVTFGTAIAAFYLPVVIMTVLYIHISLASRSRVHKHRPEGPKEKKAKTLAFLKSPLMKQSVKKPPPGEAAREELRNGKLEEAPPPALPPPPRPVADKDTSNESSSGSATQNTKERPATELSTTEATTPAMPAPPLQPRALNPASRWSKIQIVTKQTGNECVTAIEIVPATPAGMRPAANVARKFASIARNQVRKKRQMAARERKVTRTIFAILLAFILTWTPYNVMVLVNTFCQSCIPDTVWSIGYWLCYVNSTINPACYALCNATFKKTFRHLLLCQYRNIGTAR
M4 ag: CHRM4 agonism in calcium assay; P08173; activation, % at 3 µM; AID 624127; CHO-K1 hM4/Gqi5, Fluo-8 calcium fluorescence; vehicle 0%, full acetylcholine response 100%; 360,000 compounds, 0.14% hits;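 active means activation above the run mean over all test wells plus 3 SD, cut at about 32% in these data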;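 further: peak over basal fluorescence ratio per well then scaled between controls; 0% = DMSO wells and 100% = acetylcholine at EC100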
IDE inh: cellular human IDE inhibition. P14735. HEK cells, FAbetaB cleavage, fluorescence polarization. inhibition, % at 5.59 µM. 320,000 compounds, 0.41% hits. AID 434962;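 active means percent inhibition above the average of all tested compounds plus 3 SD, set per screening campaign, cut at about 16% in these data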;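 further: IDE supplied by intact live HEK cells; FP after avidin binding of uncleaved biotin substrate so inhibition keeps polarization high; 0% = DMSO wells and 100% = 60 µM reference IDE inhibitor Ii1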
M4 antag: antagonists of human muscarinic M4 receptor (CHRM4) | CHO-hM4 cells, ACh EC80, Fluo-8 calcium fluorescence | inhibition, % at 3 µM | 360,000 compounds, 0.73% hits | AID 624125;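 active means inhibition above its plate's cutoff, the mean inhibition of sample wells plus 3 SD, cut at about 27% in these data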;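 further: 0% = acetylcholine EC80 with DMSO and 100% = DMSO without agonist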
Active calls of the source: *; nt = no result given.

SMILES	CHRM5 agonist	M5 PAM	CRFBP-R2 agonist	CRFR2-BP antag	CHRM5 antagonist	M4 PAM	M4 ag	IDE inh	M4 antag
Cc1cccc2c1N(CC(=O)OC(C)C)C(=O)C2=O	3.5	-6.7	0.0	-0.6	2.4	-5.2	1.6	-3.2	-5.8
NC(=O)C1CCN(C(=O)c2cccc(CN3C(=O)c4ccccc4C3=O)c2)CC1	2.7	2.1	0.7	-4.8	12.0	-0.6	1.8	-2.6	1.1
CCN1CCN(C(=O)CCCCCn2c(=O)[nH]c3cc(C(=O)OC)ccc3c2=O)CC1	-1.9	-3.4	-1.0	1.8	-0.1	5.8	1.4	1.4	-5.0
Cc1cccc(C)c1-n1nnnc1SCC(=O)c1c(N)n(C2CC2)c(=O)[nH]c1=O	6.0	-3.2	1.0	-31.1	-0.2	4.7	1.7	2.4	0.0
Cc1ccc(NC(=S)N/N=C2/CCCCc3ccccc32)cc1	-9.1	-0.8	-0.2	-14.3	6.0	6.5	-2.2	-1.2	8.3
C/C(=N\OC(=O)c1ccc(Cl)c(Cl)c1)c1sc(C)nc1C	-1.7	-3.6	0.6	-15.2	-9.3	11.6	0.5	3.4	-11.7
Cc1cc(C)n2c(Nc3ccc4c(c3)OCCO4)c(C3CC3)nc2n1	5.0	2.1	nt	nt	6.6	11.6	-2.9	nt	-8.0
Cc1ccccc1C(=O)OCC(=O)Nc1cccc(S(=O)(=O)NC2=NCCC2)c1	-2.1	-5.4	0.4	-1.2	12.1	9.1	0.9	2.6	-6.3
CCOc1ccc(-c2cc(C(=O)N/N=C(\C)c3cccnc3)c3ccccc3n2)cc1	-2.2	-1.3	-2.3	-1.9	-9.9	9.6	1.0	-5.4	2.4
Cc1c(C)c2ccc(OCC(=O)N(C)C)c(C)c2oc1=O	-3.9	-3.8	1.0	-1.7	-1.4	3.6	1.0	0.5	3.2
CCOc1ccccc1N(C(=O)c1snc(C(N)=O)c1N)C(C(=O)NC1CCCC1)c1ccco1 (configuration not stated)	-4.3	2.6	-3.7	-28.2	-10.2	10.9	-1.8	-0.1	-7.3
COc1cccc(/C=N/NC(=O)c2ccc(-c3ccccc3)cc2)c1O	-1.9	-3.8	3.6	15.8	5.9	-2.5	2.4	1.1	-2.7

Molecules above that contain an NH in an aromatic ring (2):
SMILES	CHRM5 agonist	M5 PAM	CRFBP-R2 agonist	CRFR2-BP antag	CHRM5 antagonist	M4 PAM	M4 ag	IDE inh	M4 antag
CCN1CCN(C(=O)CCCCCn2c(=O)[nH]c3cc(C(=O)OC)ccc3c2=O)CC1	-1.9	-3.4	-1.0	1.8	-0.1	5.8	1.4	1.4	-5.0
Cc1cccc(C)c1-n1nnnc1SCC(=O)c1c(N)n(C2CC2)c(=O)[nH]c1=O	6.0	-3.2	1.0	-31.1	-0.2	4.7	1.7	2.4	0.0

The listing continues:
SMILES	CHRM5 agonist	M5 PAM	CRFBP-R2 agonist	CRFR2-BP antag	CHRM5 antagonist	M4 PAM	M4 ag	IDE inh	M4 antag
COc1ccc(OC(C)C(=O)NC2CC(C)(C)NC(C)(C)C2)cc1 (configuration not stated)	0.0	-1.7	-1.2	19.2	-1.9	3.3	0.5	-6.1	10.2
Cc1ccc(C)c(CSc2nnc([C@@H]3CCCN3)o2)c1	-1.5	-1.1	-0.6	-6.0	6.8	1.0	0.2	3.1	-12.9
O=c1c2ccccc2sc2ccccc12	-4.1	4.1	-2.2	-13.7	11.3	-0.4	-0.5	nt	1.5
Fc1ccc(Oc2cnns2)cc1	0.6	-2.1	-0.6	6.3	1.2	3.4	1.0	-2.0	-5.6
COc1ccccc1-c1nnc(SCC(=O)Nc2nc(-c3ccccc3)cs2)n1C	0.0	-4.9	-1.1	6.7	0.4	-5.4	4.4	5.9	3.9
O=c1nc(-c2ccccc2)cc(C(F)(F)F)[nH]1	0.1	-6.2	-1.8	1.9	10.0	12.9	-1.6	-1.8	0.5
Cc1ccc(C(=O)N(CN2CCCC2=O)c2ccccc2)cc1	4.7	5.3	-0.4	13.8	4.9	5.6	-0.3	0.0	-1.8
Cc1ccc(NC(=O)Nc2ccc(S(N)(=O)=O)cc2)cc1	-2.9	-0.8	1.2	-29.9	-2.7	-0.1	0.4	2.3	-2.7
CC1CN(c2nc(-c3ccc(Br)cc3)nnc2-c2ccccc2)CC(C)N1 (configuration not stated)	-5.7	-7.5	4.5	-43.9	-4.8	-5.8	4.3	0.6	12.8
O=C(c1ccccc1Cl)N1CCC(N2CCC(C(=O)N3CCCC3)CC2)CC1	-2.6	9.0	12.8	5.7	0.6	-16.0	0.9	6.3	3.1
COc1ccc(-c2cnnn2-c2ccc(NC(=O)c3ccc(S(=O)(=O)N4CCCCC4)cc3)cc2)cc1OC	-3.3	1.9	1.6	1.4	-9.4	0.8	-1.8	4.0	-5.2
Cc1ccccc1OCC(=O)N(Cc1ccc(N(C)C)cc1)C1CCS(=O)(=O)C1 (configuration not stated)	-0.8	-3.0	0.0	-3.4	0.6	2.3	0.5	1.1	9.5
O=C(N/N=C/c1cccc([N+](=O)[O-])c1)c1cc(-c2ccc3c4c(cccc24)CC3)n[nH]1	-3.5	-7.1	-0.7	-6.6	13.9	-8.0	0.6	0.2	5.5
CCC(c1nnnn1Cc1ccc2c(c1)OCO2)N1CCN(c2ccc(F)cc2)CC1 (configuration not stated)	-4.6	-5.0	4.4	-10.6	3.7	-7.2	1.5	8.0	-4.6
O=C(Cc1ccccc1)NNC(=O)Nc1cccc(Cl)c1	0.5	1.7	-0.1	-16.1	2.4	4.2	1.1	-3.1	5.9
CN(Cc1cnccn1)Cc1nc(Cc2ccccc2F)no1	0.7	-0.4	-1.1	-2.0	11.6	0.1	0.9	-3.5	-1.5
Cc1ccc(CN(C)c2nc(-c3cccnc3)nc3ccccc23)o1	-3.0	-8.7	-2.1	-7.6	22.1	0.6	2.1	-1.3	3.3
S=c1[nH]cc(-c2ccc(Cl)cc2)n1Cc1ccccc1	-11.1	-9.5	-2.0	-5.5	-8.2	-10.6	0.4	1.4	-8.2
Cc1nc2nc(SCC(=O)NCCCN3CCCC(C)C3)nn2c(C)c1Cc1ccccc1Cl (configuration not stated)	-10.2	-16.5	-1.7	-4.6	19.6	-12.1	0.4	-1.6	31.3*
O=C1NCN(C2CCCCC2)CN1	2.9	0.3	-0.7	0.7	4.8	5.3	0.6	nt	-1.7
COc1ccc(C(=O)O)cc1NC(=S)NC(=O)C(c1ccccc1)c1ccccc1	-4.6	-4.3	-2.7	29.4	-11.8	12.9	0.7	5.2	-23.0
Cc1cc(Br)ccc1OCCN1CCCC1	-22.4	-2.6	-0.2	-4.3	-0.9	-6.4	2.9	3.2	-3.1
O=C(NCC[C@H]1CC[C@@H](NC(=O)C2CCC2)[C@@H](CO)O1)c1cc(Cl)cc(Cl)c1	1.0	-0.4	nt	nt	6.4	4.1	1.3	nt	-5.6
CC(=O)Nc1ccc(S(=O)(=O)NC2CC3CCC2C3)cc1 (configuration not stated)	3.0	-0.1	2.8	1.3	-1.8	-3.5	3.0	-0.5	-2.1
O=C(O)c1ccc(NS(=O)(=O)c2ccc(C(=O)Nc3ccccc3)cc2)cc1	1.9	15.1	0.7	11.7	-11.0	6.9	0.4	1.9	1.6
S=c1[nH]c(-c2ccccc2)cs1	0.8	4.1	-1.0	-8.3	-15.6	8.2	1.7	14.7	-10.7
CCOc1ccc(-c2c[n+]3c(n2-c2ccccc2)CCCCC3)cc1	-9.7	-7.2	5.3	-0.7	19.1	-14.0	-0.5	-0.6	24.3
Cc1c(NC(=O)c2cc(-c3ccc(F)cc3)on2)c(=O)n(-c2ccccc2)n1C	0.3	-2.1	1.5	-7.3	7.8	1.4	1.7	-5.7	10.2
COc1cccc(/C=N/NC(=O)c2cc3cc([N+](=O)[O-])ccc3s2)c1O	-1.3	-0.9	-0.4	4.5	-2.2	-1.5	1.1	0.1	0.2
COc1cc(NC(=O)c2ccc([N+](=O)[O-])cc2)ccc1NC(=O)C(C)C	2.4	-0.8	-1.7	0.2	5.9	3.0	0.1	3.0	6.5
CSc1ccccc1NS(=O)(=O)c1ccccc1	-3.7	1.0	-3.4	-22.5	2.0	3.9	-0.8	1.1	-6.7
O=C(CSc1nnc(Cc2cccs2)n1-c1ccccc1)NC1CCCCC1	1.7	10.7	-3.1	2.2	-11.7	-2.2	1.0	-0.5	-2.1
COCCNC(=O)C1(C)CCN(C(=O)c2cc(C)n(C(C)(C)C)n2)C1 (configuration not stated)	0.0	0.4	nt	nt	-1.6	-1.8	-0.3	nt	2.0
O=C(CCn1nc(-c2ccc(Cl)cc2)ccc1=O)NCc1ccccn1	-6.1	-4.3	0.5	3.3	6.9	10.9	0.1	2.2	-9.0
COc1cc(/C=N\Nc2nc(-c3ccc(C)cc3)c(NC(C)=O)s2)ccc1O	-0.8	4.0	-0.4	14.6	5.5	3.8	0.3	-5.3	6.0
Cc1ccccc1OC(C)C(=O)Nc1ccc2c(c1)OCO2 (configuration not stated)	-4.2	2.0	-1.0	6.6	-5.2	-3.3	0.4	6.8	-1.1
COc1ccc(CN2CCC(C(=O)NCCc3ccc(OC)c(OC)c3)CC2)c(OC)c1	-2.8	-4.3	-0.8	6.6	0.5	-6.7	-0.2	3.1	1.3
CCOC(=O)c1c(C)c(C(=O)NCc2ccco2)c(C)n1Cc1ccccc1	-7.1	-9.7	0.3	14.7	12.0	-2.3	2.4	1.8	12.2
Cc1cc(NC(=O)c2ccc(Cl)cc2)ccc1NC(=O)c1ccccc1Cl	-2.0	1.0	0.1	7.5	8.6	-3.0	2.9	-3.5	-6.5
COC(=O)c1ccccc1S(=O)(=O)N(CCCN1CCOCC1)Cc1cccs1	-5.9	5.8	-0.7	4.4	9.3	-2.3	1.1	-1.2	-0.8
CC1(C(=O)Nc2cccc(OC(F)(F)F)c2)Cc2c(-c3ccc4c(c3)OCO4)ccnc2O1 (configuration not stated)	-3.0	-5.4	nt	nt	8.7	-3.7	-0.5	nt	-9.5
CC(C)CN1CCN(Cc2cccn2-c2cccnc2)CC1CCO (configuration not stated)	-1.8	-3.4	0.6	-13.0	16.4	1.7	0.0	2.7	5.2
COc1ccc(OC)c(NC(=O)C2CCCN(S(=O)(=O)c3cccc4nonc34)C2)c1 (configuration not stated)	1.1	0.1	0.9	0.0	1.8	-1.4	1.4	-1.9	2.8
N#CCCN(NC1=NS(=O)(=O)c2ccccc21)C(=O)c1ccccc1Br	-0.7	-2.0	6.0	4.2	4.1	-4.0	0.8	5.0	0.3
CCCCCNC(=O)N[C@H](C(=O)O)C(C)C	3.5	2.5	0.1	20.8	-2.1	-2.5	0.8	0.5	-1.2
COc1cc(OC)cc(C(=O)NNC(=O)c2ccccn2)c1	-0.3	6.8	-0.4	6.5	-13.5	2.3	1.2	0.8	-2.4
Cc1nc(CSc2nnc(Nc3cccc(C)c3C)s2)cs1	-3.4	5.0	-0.6	8.7	-7.2	5.4	0.2	0.3	0.4
Fc1ccc(-c2ccc3c(c2)C2CC3CCN2Cc2ccc3c(c2)OCO3)cc1 (configuration not stated)	3.1	-1.9	-0.2	-5.7	-7.8	-0.8	3.0	nt	-19.8
